Screens (PubChem)
PMI act – activators of human PMI, primary screen, biochemical, fluorescence intensity, near-Km mannose 6-phosphate | purified human PMI, coupled resazurin fluorescence, 20 min; stronger effect = higher value; 1 = vehicle control, 0 substrate-free wells | 190,000 compounds, 0.005% hits | activation factor at 20 µM | AID 1214, 2008 | Mannose-6-phosphate isomerase (Homo sapiens), P34949;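 active = activation factor of 2 or more at 20 µM, relative to plate controls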
Target sequence (P34949 whole entry, looked up): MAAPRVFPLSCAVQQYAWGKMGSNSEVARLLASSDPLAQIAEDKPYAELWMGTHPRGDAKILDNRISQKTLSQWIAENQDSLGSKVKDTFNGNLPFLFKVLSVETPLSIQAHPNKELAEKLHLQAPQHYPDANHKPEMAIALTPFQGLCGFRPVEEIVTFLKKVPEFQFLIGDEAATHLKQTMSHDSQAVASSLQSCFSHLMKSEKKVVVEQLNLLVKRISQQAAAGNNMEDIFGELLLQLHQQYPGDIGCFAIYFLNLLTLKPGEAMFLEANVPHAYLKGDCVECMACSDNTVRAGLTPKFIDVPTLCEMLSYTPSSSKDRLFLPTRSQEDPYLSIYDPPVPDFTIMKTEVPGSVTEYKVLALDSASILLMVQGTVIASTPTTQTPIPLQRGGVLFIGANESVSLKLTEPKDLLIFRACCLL
PMI act hi M6P – human PMI activators, high substrate, primary screen, biochemical, fluorescence intensity, near-saturating mannose 6-phosphate; Mannose-6-phosphate isomerase (Homo sapiens), P34949; coupled PMI enzyme assay, resazurin fluorescence, 20 min; stronger effect = higher value; 1 = untreated enzyme, 0 = substrate-free blank; activation factor at 20 µM; 190,000 compounds, 0.34% hits;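 active = activation factor of 2 or more at 20 µM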
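Test system: Human PMI in coupled enzyme assay | Input: 15 ng/mL PMI | Medium: HEPES-buffered pH 7.4 with magnesium and detergent | Compound: One concentration, 20 µM, in 1% DMSO | Incubation: Enzyme reaction with compound 20 min at room temperature | Detection: Diaphorase-driven resazurin-to-resorufin fluorescence, excitation 544, emission 590 nm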
PPARg SRC-3 ag – PPARgamma agonists recruiting SRC-3 coactivator, primary screen, biochemical; biochemical PPARgamma/SRC-3 coactivator recruitment assay; activation, % at 8 µM; 200,000 compounds, 0.26% hits; AID 731, 2007; in the data active = activation above about 23%;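 also: 0% = DMSO and 100% = reference agonist; some compounds past the cut are filed as inactive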
G6PDH counter – L. mesenteroides G6PDH inhibitors, counter-screen for G6PDH-coupled screening assays, biochemical, Leuconostoc mesenteroides enzyme; Purified L. mesenteroides G6PDH, diaphorase/resazurin coupled fluorescence, 45 min; inhibition, % at 5 µM; 200,000 compounds, 0.12% hits; AID 1020, 2008; in the data active = inhibition above about 50%
Diaphorase inh – diaphorase inhibitors and chemical oxidizers, primary screen, counter-screen for diaphorase-coupled primary assays, biochemical, uHTS, resorufin fluorescence. diaphorase resazurin-to-resorufin fluorescence, NADH, 16 min; bacterial (C. kluyveri) enzyme, not human. inhibition, % at 20 µM. 190,000 compounds, 0.69% hits. AID 1217, 2008;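 active = primary screen inhibition at 20 µM above a set limit, cut at about 50% in these data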;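 also: plate controls were DMSO with full reaction for no effect and wells lacking NADH for full effect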
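Test system: bacterial diaphorase enzyme (C. kluyveri); Quantity: 0.14 U/mL diaphorase, enzyme working solution; Times: reaction incubation of 16 min at room temperature; Measured by: fluorescence of resorufin formed from resazurin, Ex 544/Em 590 nm; Benchmarks: positive control minus NADH, DMSO neutral control.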
PPARg SRC-1 ag – PPARgamma agonists recruiting SRC-1 coactivator, primary screen, biochemical; PPARgamma-SRC-1 coactivator recruitment biochemical assay; activation, % at 8 µM; 200,000 compounds, 0.41% hits; in the data active = activation above about 19%;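 also: 0% = DMSO and 100% = reference agonist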
SRC2 TRFRET art – TR-FRET signal artefacts, primary screen, artefact control for PPARgamma SRC-2 agonist project, biochemical; TR-FRET artefact counter-screen; stronger effect = higher value; TR-FRET ratio at 8 µM; 200,000 compounds, 0.4% hits; AID 1049, 2008; in the data active = TR-FRET ratio above about 2000; also: inactives centre near 1500
ROMK primary – ROMK potassium channel modulators, primary screen, cell-based, thallium flux, MLSMR library; ATP-sensitive inward rectifier potassium channel 1 (Homo sapiens), P48048; Tet-inducible ROMK, thallium flux fluorescence; actives lie on both sides; 130,000 compounds, 2% hits; B-score at 10 µM;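 active = signal ratio slope over the read window, or its plate-corrected B-score, at least 3 SD from the plate mean, either direction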;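 also: B-score of the F/F0 ratio slope over 7 to 12 s after thallium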
Target sequence (P48048 whole entry, looked up): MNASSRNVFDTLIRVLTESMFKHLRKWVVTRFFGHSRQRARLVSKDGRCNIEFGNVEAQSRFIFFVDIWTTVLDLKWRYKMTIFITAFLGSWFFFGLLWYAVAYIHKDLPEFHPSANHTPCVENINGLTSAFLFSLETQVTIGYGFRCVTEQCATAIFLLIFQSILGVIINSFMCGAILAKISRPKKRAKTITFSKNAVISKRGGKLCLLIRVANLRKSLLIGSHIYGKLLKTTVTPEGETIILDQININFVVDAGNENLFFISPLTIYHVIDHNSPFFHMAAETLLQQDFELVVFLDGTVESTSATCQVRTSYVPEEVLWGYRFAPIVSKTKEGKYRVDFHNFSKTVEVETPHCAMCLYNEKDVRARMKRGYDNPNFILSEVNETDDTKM
PPARg SRC2 recr – agonists of PPARg-SRC-2 recruitment, primary screen, biochemical, HTS | Peroxisome proliferator-activated receptor gamma (Homo sapiens), P37231 | PPARgamma LBD-SRC-2 recruitment | activation, % at 8 µM | 200,000 compounds, 0.34% hits | AID 1032, 2008; in the data active = activation above about 22%;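 also: 0% = vehicle and 100% = reference agonist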
S1P3 antag – S1P3 receptor antagonists, primary screen, cell-based; Sphingosine 1-phosphate receptor 3 (Homo sapiens), Q99500; CHO S1P3 NFAT-BLA reporter, FRET fluorescence, antagonist mode; AID 485, 2006; 170,000 compounds, 0.27% hits; inhibition, % at 4.98 µM;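 active = inhibition above the plate cutoff, the mean inhibition of test wells on that plate plus 3 SD, cut at about 28% in these data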;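 also: cells challenged with S1P at its EC80 of 0.8 µM; blue over green emission ratio from cleaved BLA substrate after 4 h stimulation; 0% = S1P-stimulated wells and 100% = unstimulated DMSO-only wells; some compounds past the cut are filed as inactive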
Diaph act CS – compounds boosting diaphorase resazurin reduction – biochemical, uHTS, resorufin fluorescence, counter-screen for diaphorase-coupled primary assays, primary screen; Diaphorase/resazurin coupled assay, 16 min; stronger effect = higher value; 1 = vehicle wells, 0 = NADH-free wells; activation factor at 20 µM; 190,000 compounds, 0.005% hits; AID 1229, 2008;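 active = diaphorase activity raised at least twofold by the compound at 20 µM; inactive = activation factor below 2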
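Measured by – red resorufin fluorescence at 544/590 nm excitation/emission · Test system – Clostridium kluyveri diaphorase, purified enzyme · Incubation – reaction time 16 min, room temperature · Buffer or medium – 50 mM HEPES pH 7.4 with 4.542 mM MgCl2, 0.005% Tween 20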
* hit, by the source's call; / = not tested or not shown.

SMILES	PMI act	PMI act hi M6P	PPARg SRC-3 ag	G6PDH counter	Diaphorase inh	PPARg SRC-1 ag	SRC2 TRFRET art	ROMK primary	PPARg SRC2 recr	S1P3 antag	Diaph act CS
O=C(Nc1cccc(Cl)c1)N(Cc1nc2ccccc2c(=O)[nH]1)C1CCCC1	0.9	0.9	4	2	20	-1	1602	/	-2	17	0.8
O=C(Nc1ccccc1Br)c1c(F)cccc1Cl	1.1	1.1	0	3	6	6	1529	-0.98	3	7	0.9
COc1ccc(S(=O)(=O)N2CCN(CCC(=O)Nc3ccccc3F)CC2)cc1	0.9	1	10	-7	14	0	1575	-0.1	6	/	0.9
O=C(NCS(=O)(=O)c1ccccc1)c1ccccc1	1.2	1	15	15	11	-3	1551	0.22	-6	6	0.9
O=C(CSc1nnc(CCCN2C(=O)c3cccc4cccc(c34)C2=O)n1-c1ccccc1)NCCCN1CCOCC1	0.9	0.8	-2	1	55*	1	1511	-0.65	-5	9	0.5
COc1ccc(N(CC(=O)NC2CCCC2)C(=O)CS(=O)CC(=O)Nc2ccc3c(c2)OCO3)cc1 (stereo not given)	/	/	-2	8	/	-3	1585	0.11	-8	-20	/
O=C(CN1C(=O)NC2(CCCCC2)C1=O)NC1CCCc2ccccc21 (stereo not given)	0.9	1	-1	-10	11	8	1781	0.14	0	5	0.9
CC(CCc1ccccc1)NC(=O)c1nnc(Cc2ccc(Cl)cc2)o1 (stereo not given)	0.8	0.9	10	-17	18	5	1611	/	4	/	0.8
Cc1ccc2[nH]c(CN3CCC(CO)(CC4CCCCO4)CC3)c(C)c2c1 (stereo not given)	0.9	0.8	2	21	12	5	1407	-0.72	-1	-5	0.9
NC(=O)NC(=O)CSc1nnc(-c2ccc(Cl)cc2)n1CC1CCCO1 (stereo not given)	1.1	1.1	-1	15	2	4	1614	-0.14	0	4	1
O=C(Nc1ccccc1N1CCOCC1)c1cc(F)cc(F)c1	0.9	0.9	-2	10	17	-4	1648	-0.12	-3	-13	0.8
CC(=O)C1C(=O)C=C(c2ccco2)CC1c1ccccc1 (stereo not given)	1	1.1	0	-2	12	1	1677	-0.53	2	21	0.9

Retrieved by compound from the list above:
SMILES	PMI act	PMI act hi M6P	PPARg SRC-3 ag	G6PDH counter	Diaphorase inh	PPARg SRC-1 ag	SRC2 TRFRET art	ROMK primary	PPARg SRC2 recr	S1P3 antag	Diaph act CS
CC(CCc1ccccc1)NC(=O)c1nnc(Cc2ccc(Cl)cc2)o1 (stereo not given)	0.8	0.9	10	-17	18	5	1611	/	4	/	0.8
O=C(Nc1ccccc1Br)c1c(F)cccc1Cl	1.1	1.1	0	3	6	6	1529	-0.98	3	7	0.9

Additional records
SMILES	PMI act	PMI act hi M6P	PPARg SRC-3 ag	G6PDH counter	Diaphorase inh	PPARg SRC-1 ag	SRC2 TRFRET art	ROMK primary	PPARg SRC2 recr	S1P3 antag	Diaph act CS
CC[C@H](C)[C@@H](NC(=O)O[C@@H]1C(=O)c2cc(OC)ccc2O[C@H]1c1ccc(OC)c(Br)c1)C(=O)OC	0.9	0.9	6	12	20	11	1527	1.6	7	-2	0.8
O=C(O)c1cccnc1SCC(=O)N1CCCCCC1	1	1.1	8	2	11	20*	1613	/	5	-4	0.9
CCOC(=O)c1c(N)n(CC(C)NC(=O)C2CC2)c2nc3ccccc3nc12 (stereo not given)	1.1	1	-2	0	7	-8	1459	/	-1	/	0.9
CCCn1c(/N=C/c2c[nH]c3ccccc23)nc2ccccc21	0.8	0.9	-11	1	22	0	1495	/	4	/	0.8
C=CCC(C(=O)OC)(C(=O)OC)c1ccc([N+](=O)[O-])cn1	1.1	1.1	-2	13	1	3	1550	/	11	/	1
CCOc1cc(/C=N/NC(=O)NN(C)c2ncc(C(F)(F)F)cc2Cl)ccc1O	0.9	0.9	10	5	9	3	1679	0.64	2	-4	0.9
Cc1cccc(-c2cc3c(nn2)-c2ccccc2C3=O)c1	0.9	0.9	0	3	22	4	1545	0.26	13	/	0.8
CCSc1nc(N)c2c3c(sc2n1)CCC3	0.9	0.9	32*	9	18	18	2185*	-0.47	28*	/	0.8
CC(SCc1ccccc1)C(=O)Nc1ccc(F)cc1 (stereo not given)	1	1	-1	-5	11	2	1517	/	-5	1	0.9
O=C(/C=C/c1ccc(Cl)cc1)c1cccnc1	1	1	-10	2	12	2	1433	-8.1*	-4	/	0.9
Cc1ccc(NC(=S)N2CCN(Cc3ccccc3)CC2)c(C)c1	1	1.1	2	3	-6	-6	1647	-0.21	3	-5	1.1
COc1ccc(OC)c2c(N3CCN(C)CC3)cc(C(F)(F)F)nc12	0.8	0.5	2	15	24	2	1560	1.1	8	3	0.8
N#CCSc1nc(-c2ccccc2)cs1	1	1	5	-2	5	5	1565	/	6	-10	0.9
C(=N\N(c1ccccc1)c1ccccc1)/c1ccc2c(c1)OCO2	0.9	1	10	8	13	-9	1267	/	3	/	0.9
Cc1cccc(C(=O)Nc2scc(CC(C)C)c2C(=O)O)c1	1.1	1.1	2	4	12	4	1439	-0.0032	2	-16	0.9
CCOc1ccc(C2C(C(=O)NC)=C(C)Nc3nc4ccccc4n32)cc1OC (stereo not given)	/	/	20	/	/	0	1427	/	15	-11	/
Cc1nn(CC(=O)NCc2ccccc2Cl)c(C)c1[N+](=O)[O-]	1.1	1.1	13	0	-1	11	1644	/	1	/	1
COc1ccccc1N1CCN(C(=O)COc2ccc(S(=O)(=O)NC(C)C)cc2)CC1	1	1	1	10	1	-2	1499	/	1	-5	1
Cc1cc(F)ccc1NCC(=O)Nc1ccc(Br)cc1C	0.8	0.7	1	2	16	-2	1579	/	-2	18	0.8
Cc1noc(C)c1C(=O)NCCCN1CCCC1=O	0.9	0.9	0	-5	13	-1	1461	/	2	-26	0.9
CCc1ccc(N=C2N=C(N)c3ccccc32)cc1	1	0.9	-7	8	18	4	1351	-1.3	9	/	0.8
COc1cc(/C=N/n2c(=S)[nH]nc(C)c2=O)cc([N+](=O)[O-])c1O	1.1	1.1	8	5	9	16	1686	/	1	-16	0.9
CCN(Cc1cc2cc(OC)ccc2[nH]c1=O)C(=O)c1ccncc1	1	1	1	-26	9	1	1646	/	5	9	0.9
Cc1cc(NC(=O)CSc2ncn[nH]2)no1	0.9	0.9	-5	9	12	-6	1571	0.2	1	-10	0.9
O=C(c1ccccc1F)N1C(=O)c2cccc3cccc1c23	1	1	3	-2	-1	-4	1406	-0.7	6	-8	1
CC(=O)N1CCC(N(CCN2CCOCC2)C(=S)Nc2ccccc2C)CC1	1	1.1	8	-4	0	3	1556	0.31	-2	-10	1
COc1ccccc1N1CCN(CCCNC(=O)Nc2ccccc2C)CC1	1	1	5	4	9	0	1496	-1.5	5	/	0.9
COCCSc1ccccc1C(=O)Nc1cccnc1	1	1.2	15	15	16	0	1678	/	12	/	0.8
O=C(NCc1ccncc1)C(F)(F)C(F)(F)C(=O)NCc1ccncc1	1	1.1	3	3	1	3	1534	/	6	12	1
COc1ccc(-n2c(O)c(/C=N/NS(=O)(=O)c3ccc(C)cc3)c3ccccc3c2=O)cc1OC	1.5	1.3	1	16	33	1	1498	-5*	-2	-4	0.7
Cc1ccn2c(C(=O)CSc3ccccc3)c(C)nc2c1	0.9	0.9	0	-3	10	-3	1514	-0.21	-1	-12	0.9
CCc1nnc(NC(=O)C2CCCN(c3nc4ccccc4s3)C2)s1 (stereo not given)	1	1	8	10	2	10	1461	/	0	-4	1
CCC(=O)Nc1cccc(NC(=O)c2ccccc2Br)c1	0.9	1	2	7	6	0	1528	/	6	-10	0.9
Cc1cc(C)cc(NC(=O)Cn2c(SCc3cc(C)ccc3C)nc3ccncc32)c1	0.9	0.9	0	14	8	-5	1625	-0.7	2	9	0.9
CN1CCN(C(=S)c2ccc(Br)cc2)CC1	1	1	-2	0	-1	4	1581	/	3	-8	1
O=C(c1cccc(F)c1)N1CCCC(C(=O)N2CCCC2)C1 (stereo not given)	1	1.1	15	2	-5	6	1532	1.1	9	-6	1
Cc1cc(=O)[nH]c(SCC(=O)NCCC2=CCCCC2)n1	1.1	1.1	0	-5	6	10	1525	0.14	2	-7	0.9
O=C(N/N=C\c1ccc([N+](=O)[O-])s1)c1cncc(Br)c1	1.2	1.2	3	0	24	1	1628	/	6	18	0.8
O=C(CCCN1C(=O)/C(=C\c2cccs2)SC1=S)Nc1ccc(C(=O)O)cc1	1.2	1.2	2	9	44	6	1698	0.0083	13	4	0.6

Entries shown so far that contain an NH in an aromatic ring:
SMILES	PMI act	PMI act hi M6P	PPARg SRC-3 ag	G6PDH counter	Diaphorase inh	PPARg SRC-1 ag	SRC2 TRFRET art	ROMK primary	PPARg SRC2 recr	S1P3 antag	Diaph act CS
O=C(Nc1cccc(Cl)c1)N(Cc1nc2ccccc2c(=O)[nH]1)C1CCCC1	0.9	0.9	4	2	20	-1	1602	/	-2	17	0.8
Cc1ccc2[nH]c(CN3CCC(CO)(CC4CCCCO4)CC3)c(C)c2c1 (stereo not given)	0.9	0.8	2	21	12	5	1407	-0.72	-1	-5	0.9
CCCn1c(/N=C/c2c[nH]c3ccccc23)nc2ccccc21	0.8	0.9	-11	1	22	0	1495	/	4	/	0.8
COc1cc(/C=N/n2c(=S)[nH]nc(C)c2=O)cc([N+](=O)[O-])c1O	1.1	1.1	8	5	9	16	1686	/	1	-16	0.9
CCN(Cc1cc2cc(OC)ccc2[nH]c1=O)C(=O)c1ccncc1	1	1	1	-26	9	1	1646	/	5	9	0.9
Cc1cc(NC(=O)CSc2ncn[nH]2)no1	0.9	0.9	-5	9	12	-6	1571	0.2	1	-10	0.9
Cc1cc(=O)[nH]c(SCC(=O)NCCC2=CCCCC2)n1	1.1	1.1	0	-5	6	10	1525	0.14	2	-7	0.9
